# MT1-MMP txn act – activates MT1-MMP transcription | HT1080 MT1-MMP promoter luciferase reporter, luminescence, overnight; active compounds read high | activation factor at 10 µM | hit rate 0.16% among 86,000 | AID 750;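 active means activation factor of at least 2 for MT1-MMP transcription at 10 µM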
# IL1B cytotox – toxic to HUVEC cells under IL-1B stimulation; HUVEC cell count loss, Hoechst imaging, IL-1B stimulated; cell count reduction, % at 2 µM; hit rate 0.41% among 94,000;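 active means cell count reduction more than 3 SD above the screen-wide mean, cut at about 70% in these data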;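 further: normalized per plate to untreated control cells as the no-loss baseline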
# Calb biofilm kill – kills Candida albicans biofilms; C. albicans biofilm + clotrimazole, Alamar Blue; inhibition, % at 6 µM; hit rate 0.14% among 85,000; AID 834;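 active means inhibition above 20%; inactive means inhibition below 20%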;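 further: preformed 24 hr biofilms exposed to compound for 48 hr; 0% = biofilm without compound and 100% = blank killed by clotrimazole plus chlorhexidine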
# hDAT+cocaine – human DAT dopamine uptake with cocaine, either direction | Q01959 | LLC-PK1 hDAT cells, [14C]-dopamine uptake with cocaine IC80; actives deviate in either direction | B-score at 10 µM | hit rate 1.3% among 110,000 | AID 449768;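 active means Z score or B-score, a plate-position-corrected score, falls beyond the plate's 99.7% confidence bounds, in either direction; inactive means both scores lie inside the 99.7% bounds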;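 further: scored against the spread of the other compound wells on the same plate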
# Target sequence (Q01959 whole entry, looked up): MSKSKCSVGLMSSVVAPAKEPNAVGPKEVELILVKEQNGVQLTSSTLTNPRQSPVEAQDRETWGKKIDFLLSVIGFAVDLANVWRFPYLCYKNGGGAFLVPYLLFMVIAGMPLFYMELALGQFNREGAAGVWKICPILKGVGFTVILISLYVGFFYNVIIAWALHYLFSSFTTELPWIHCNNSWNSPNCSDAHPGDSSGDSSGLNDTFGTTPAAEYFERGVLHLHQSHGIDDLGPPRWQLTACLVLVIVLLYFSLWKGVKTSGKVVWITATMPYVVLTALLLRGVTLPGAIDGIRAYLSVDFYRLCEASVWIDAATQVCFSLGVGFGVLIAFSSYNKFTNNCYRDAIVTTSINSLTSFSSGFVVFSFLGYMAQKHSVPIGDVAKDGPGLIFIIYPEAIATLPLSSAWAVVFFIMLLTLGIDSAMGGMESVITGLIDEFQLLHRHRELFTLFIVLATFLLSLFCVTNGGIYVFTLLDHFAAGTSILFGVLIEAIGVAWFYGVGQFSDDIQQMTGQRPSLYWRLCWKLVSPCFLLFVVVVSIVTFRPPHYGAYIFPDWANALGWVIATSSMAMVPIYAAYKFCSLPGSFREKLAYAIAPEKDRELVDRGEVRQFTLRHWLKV
# F-actin modifier – alters cytoskeleton assembly in HUVEC cells; hit rate 0.18% among 91,000; inhibition, % at 2 µM; AID 836; HUVEC TNFa F-actin phalloidin imaging, high content;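 active means inhibition above the batch mean plus 3 SD and confirmed as a hit by visual image inspection, cut at about 30% in these data, passing the limit was not always enough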; further: strong numbers were not always called active
# Smad3 FoxH1 inh – blocks human Smad3 binding to FoxH1 peptide. hit rate 0.29% among 88,000. AID 630. inhibition, % at 25 µM. TR-FRET Smad3/Dy647-FoxH1 peptide binding, europium anti-His;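 active means compounds that reduce the energy-transfer binding signal between the protein and its labelled peptide by more than half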;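 further: 0% = Smad3 plus labelled peptide maximal FRET and 100% = peptide-only background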
# Target sequence (P84022 whole entry, looked up): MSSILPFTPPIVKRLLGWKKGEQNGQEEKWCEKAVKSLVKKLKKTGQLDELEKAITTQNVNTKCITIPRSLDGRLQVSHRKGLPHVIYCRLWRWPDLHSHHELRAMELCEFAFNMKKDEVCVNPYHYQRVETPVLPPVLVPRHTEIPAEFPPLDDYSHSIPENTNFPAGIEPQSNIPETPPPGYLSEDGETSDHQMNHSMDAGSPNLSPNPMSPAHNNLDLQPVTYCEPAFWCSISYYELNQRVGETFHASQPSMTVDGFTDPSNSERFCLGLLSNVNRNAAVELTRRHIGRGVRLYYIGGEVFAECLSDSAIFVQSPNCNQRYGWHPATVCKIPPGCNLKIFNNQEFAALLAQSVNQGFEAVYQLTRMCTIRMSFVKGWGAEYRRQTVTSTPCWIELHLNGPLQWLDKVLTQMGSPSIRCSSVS
# HUVEC tox TNFa – toxic to HUVEC cells under TNF alpha stimulation; HUVEC TNFalpha-stimulated, Hoechst cell count, imaging; cell count reduction, % at 2 µM; hit rate 0.17% among 93,000; AID 848;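 active means cell count reduction exceeding the screen mean by over 5 SD, scaled to untreated wells per plate, cut at about 78% in these data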;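 further: cells counted after 24 h of TNF alpha exposure following the 1 h pretreatment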
# LYP inh 2 – LYP (human) phosphatase inhibition; inhibition, % at 2 µM; Q9Y2R2; hit rate 0.21% among 96,000; recombinant LYP catalytic domain, DiFMUP fluorescence;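 active means inhibition at 2 µM at or above a set limit, the screen mean plus 3 SD, cut at about 24% in these data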;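 further: 0% = DMSO with enzyme and 100% = enzyme fully blocked by orthovanadate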
# VCAM1 TNFa inh – reduces TNF alpha induced VCAM1 expression in HUVEC. HUVEC TNFa-induced VCAM-1 immunofluorescence, high-content imaging. inhibition, % at 2 µM. hit rate 0.48% among 95,000;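 active means inhibition above the batch mean plus 3 SD, with images confirmed as a hit by eye, cut at about 37% in these data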;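 further: 0% = TNF-stimulated DMSO wells and 100% = unstimulated control wells; not every result past the cut was called active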
# The depositor's hits bear a star; x = not tested or not shown; [ ] = remark or other dose. A portion of the library, so the mix of outcomes need not match the whole.
SMILES,MT1-MMP txn act,IL1B cytotox,Calb biofilm kill,hDAT+cocaine,F-actin modifier,Smad3 FoxH1 inh,HUVEC tox TNFa,LYP inh 2,VCAM1 TNFa inh
COc1ccccc1-c1cc(C(F)(F)F)nc(S(=O)(=O)CCCC(=O)Nc2cc(C)on2)n1,1,-6.4,x,-0.972,24.8,x,-4.7,-4.2,13.2
CC(=O)/C=C(\C)Nc1ccc(-c2cnc(-c3ccccc3)o2)cc1,0.7,-20.0,9.4,-0.79,9.1,3.0,-3.5,1.4,-6.1
CC(=C1C(=O)c2ccccc2C1=O)N1CCc2ccccc2C1,1.2,-37.3,0.1,-0.221,-1.1,17.6,5.7,-13.3,20.1
CCn1cc(C(=O)NCC2CCCO2)c(=O)c2cc(S(=O)(=O)N3CCCCCC3)ccc21 (stereo unspecified),1.1,-3.1,7.7,0.628,21.4,5.5,21.2,9.3,15.3
CCOc1ccccc1OCCCOc1ccc(C)cc1Br,x,-39.2,x,x,-8.9,x,-19.5,2.3,18.6
COc1cc(NC(=O)c2cc(C(C)C)on2)cc(OC)c1OC,1,-10.6,4.9,0.721,6.0,6.1,-27.6,0.8,8.9
Cc1ccc(/C=C/C(=O)N2CC(C)CC(C)C2)o1 (stereo unspecified),x,0.7,x,0.77,28.2,x,-25.2,15.4,1.1
C=C(Br)CN1CCN(CC(=C)Br)CC1,1.1,-15.1,-1.4,-0.495,3.1,-14.8,-29.8,-10.4,-18.8
CCOC(=O)Cc1csc(NC(=O)C2C3C=CC(C3)C2C(=O)O)n1 (stereo unspecified),1.1,-9.3,4.2,0.0699,14.9,3.4,-2.2,2.5,-8.0
CN1CCN(C(=O)Cn2c(=O)oc3cc(S(=O)(=O)NCc4ccccc4)ccc32)CC1,1.2,-4.6,2.5,-0.0111,-4.6,0.0,-17.4,-5.1,7.3
COc1ccc2c(c1)c(=O)oc1cc(OCC(=O)N3CCCC(C)C3)ccc12 (stereo unspecified),1.1,-25.3,-9.3,-2.46*,24.5,6.8,-17.5,7.0,-11.5
COC(=O)C1=C(N)Oc2cc(C)[nH]c(=O)c2C1c1cccnc1 (stereo unspecified),x,-19.9,x,0.0431,-16.8,x,-10.4,-2.9,-19.8
COc1ccc(CSc2nnnn2C)cc1F,1.1,-5.6,4.7,0.95,-8.1,4.1,18.1,3.0,3.5
CCOC(=O)Nc1cc(C(=O)OC)cc(C(=O)OC)c1,1.1,20.0,6.0,0.754,11.2,0.8,-16.1,-5.2,3.9
O=C(CN1C(=O)COc2ccccc21)NCc1ccc(C(=O)O)cc1,1.3,-35.3,-4.7,-1.07,-19.5,2.2,-19.1,-19.8,-2.8

# A draw from above in order of number of heavy atoms, lowest first:
SMILES,MT1-MMP txn act,IL1B cytotox,Calb biofilm kill,hDAT+cocaine,F-actin modifier,Smad3 FoxH1 inh,HUVEC tox TNFa,LYP inh 2,VCAM1 TNFa inh
C=C(Br)CN1CCN(CC(=C)Br)CC1,1.1,-15.1,-1.4,-0.495,3.1,-14.8,-29.8,-10.4,-18.8
COc1ccc(CSc2nnnn2C)cc1F,1.1,-5.6,4.7,0.95,-8.1,4.1,18.1,3.0,3.5
Cc1ccc(/C=C/C(=O)N2CC(C)CC(C)C2)o1 (stereo unspecified),x,0.7,x,0.77,28.2,x,-25.2,15.4,1.1
CCOC(=O)Nc1cc(C(=O)OC)cc(C(=O)OC)c1,1.1,20.0,6.0,0.754,11.2,0.8,-16.1,-5.2,3.9
CCOc1ccccc1OCCCOc1ccc(C)cc1Br,x,-39.2,x,x,-8.9,x,-19.5,2.3,18.6
COC(=O)C1=C(N)Oc2cc(C)[nH]c(=O)c2C1c1cccnc1 (stereo unspecified),x,-19.9,x,0.0431,-16.8,x,-10.4,-2.9,-19.8
CCOC(=O)Cc1csc(NC(=O)C2C3C=CC(C3)C2C(=O)O)n1 (stereo unspecified),1.1,-9.3,4.2,0.0699,14.9,3.4,-2.2,2.5,-8.0
O=C(CN1C(=O)COc2ccccc21)NCc1ccc(C(=O)O)cc1,1.3,-35.3,-4.7,-1.07,-19.5,2.2,-19.1,-19.8,-2.8
COc1ccc2c(c1)c(=O)oc1cc(OCC(=O)N3CCCC(C)C3)ccc12 (stereo unspecified),1.1,-25.3,-9.3,-2.46*,24.5,6.8,-17.5,7.0,-11.5
CN1CCN(C(=O)Cn2c(=O)oc3cc(S(=O)(=O)NCc4ccccc4)ccc32)CC1,1.2,-4.6,2.5,-0.0111,-4.6,0.0,-17.4,-5.1,7.3
CCn1cc(C(=O)NCC2CCCO2)c(=O)c2cc(S(=O)(=O)N3CCCCCC3)ccc21 (stereo unspecified),1.1,-3.1,7.7,0.628,21.4,5.5,21.2,9.3,15.3
COc1ccccc1-c1cc(C(F)(F)F)nc(S(=O)(=O)CCCC(=O)Nc2cc(C)on2)n1,1,-6.4,x,-0.972,24.8,x,-4.7,-4.2,13.2

# Some of these compounds in order of their number in VCAM1 TNFa inh, low to high:
Molecule	VCAM1 TNFa inh
COC(=O)C1=C(N)Oc2cc(C)[nH]c(=O)c2C1c1cccnc1 (stereo unspecified)	-19.8
Cc1ccc(/C=C/C(=O)N2CC(C)CC(C)C2)o1 (stereo unspecified)	1.1
CC(=C1C(=O)c2ccccc2C1=O)N1CCc2ccccc2C1	20.1

# The list continues:
SMILES,MT1-MMP txn act,IL1B cytotox,Calb biofilm kill,hDAT+cocaine,F-actin modifier,Smad3 FoxH1 inh,HUVEC tox TNFa,LYP inh 2,VCAM1 TNFa inh
Cc1c(C(=O)N2CCN(CCc3ccccc3)CC2)oc2ccccc12,1,x,9.6,0.395,x,4.5,x,x,x
OCCNc1nc(-c2cccnc2)nc2ccccc12,1.1,10.4,-0.5,0.0142,-22.8,-19.1,-4.2,-4.9,5.5
CC1CCCN(Cc2nc3c(c(=O)n(C)c(=O)n3C)n2CCc2ccccc2)C1 (stereo unspecified),1.2,19.7,3.7,-0.00903,7.7,11.9,-4.7,-2.4,8.6
CC(Sc1nnc(C(F)(F)F)n1C)C(=O)NC(N)=O (stereo unspecified),1.1,-4.8,5.9,-0.621,-20.5,-3.4,-3.9,-0.3,11.9
COc1cccc(NC(=O)NC2(C(F)(F)F)Oc3ccccc3O2)c1,1.2,-7.9,7.3,-0.523,-27.2,-4.4,-4.0,3.1,18.8
O=C1CC(c2ccccc2)C(=O)N1c1cccc(O)c1 (stereo unspecified),1.2,43.1,1.4,-0.383,-11.7,4.6,-3.4,-1.4,-2.7
CC1CCN(c2ncnc3c2cnn3-c2ccccc2)CC1,1.3,x,3.5,-1.05,x,10.5[fluorescence artefact?],x,x,x
Cc1ccc(CC2C(=O)N(CC(=O)O)C(=O)C2C)cc1 (stereo unspecified),1.2,-4.3,5.7,-0.164,9.0,-11.4,-29.6,-0.9,2.7
Cc1ccc(CCN2CC(C(=O)NCCCOC(C)C)CC2=O)cc1 (stereo unspecified),x,23.8,6.0,0.787,-8.0,-8.5,-34.0,3.5,-2.1
Cc1ccccc1NS(=O)(=O)c1cc(C(=O)N2CCc3ccccc3C2)ccc1C,x,9.6,x,x,-31.8,x,5.0,0.2,7.0
O=C(Nc1nccs1)c1ccc2nccnc2c1,1.3,20.0,6.2,0.265,12.9,8.3,-29.9,0.9,4.3
Fc1ccc(-c2ccnc(=S)[nH]2)cc1,x,5.3,x,-0.141,-10.0,x,-14.9,5.2,17.0
O=C1Nc2ccc(NS(=O)(=O)c3cccs3)c3cccc1c23,1.3,-16.8,5.7,x,-31.1,4.6,-19.8,-6.4,8.6
Cn1c(SCC(=O)NCC2CCCO2)nnc1-c1c[nH]c2ccccc12 (stereo unspecified),x,-78.8,6.9,-0.173,18.2,1.4,-22.8,2.8,21.8
CCc1ccc2oc(-c3cc(N=Cc4cccc(OC)c4O)ccc3O)nc2c1,0.4,-6.1,x,0.955,7.3,x,-46.3,0.9,16.9
Cc1ccc(CNC(=O)c2sc3nc4c(c(C(F)(F)F)c3c2N)CCC4)cc1,x,-18.9,x,0.00585,2.9,x,-9.0,-3.6,3.7
CCOC(=O)C1=NN(c2cccc(C)c2)C2(S1)SC(C(C)=O)=C(C)N2c1ccccc1 (stereo unspecified),1.1,21.0,-2.2,-0.812,-7.1,-3.2,4.5,-4.4,-4.8
Cc1ccccc1-c1nc2cc(Cl)ccc2o1,1.9,-12.1,6.8,-1.48,27.7,18.2,-3.3,0.8,13.8
O=C(NCCc1ccccc1)C1CCN(c2nc3ccccc3o2)CC1,1.1,-8.9,-5.9,-0.66,-12.7,4.5,-15.2,2.7,6.2
Cc1nn(Cc2n[nH]c(=S)n2Cc2ccccc2)c(C)c1Cl,1.1,26.1,-3.5,-0.596,15.1,2.4,-6.0,1.9,-8.7
O=C1C(c2ccc(F)cc2)N(CC2COc3ccccc3O2)C(=O)CN1C1CCCCC1 (stereo unspecified),1.2,0.0,2.9,-1.55,2.2,3.4,16.7,8.7,1.1
CCc1cccc(NC(=O)Cn2cc3c(n2)CCCC3)c1,1,-43.6,1.1,0.117,-2.0,15.0,-10.2,-1.2,7.6
CC1CCN(S(=O)(=O)c2ccc3[nH]c(=O)cc(C(=O)O)c3c2)CC1,1.1,-6.1,1.2,-1.78,-1.1,10.9,5.6,8.2,6.8
CCC(=O)N1CC23C=CC(CC2CC12CCCCC2)O3 (stereo unspecified),1.2,x,6.2,0.437,x,3.4,x,x,x
CN(c1ccc(OCC(=O)NC2CCCC2)cc1)S(=O)(=O)c1cccs1,x,4.2,x,2.13,-36.4,x,-5.8,-3.9,26.8
Cn1c(=O)n(C)c2cc(NC(=O)C(F)(F)F)ccc21,1,28.3,1.9,-1.09,-0.5,7.6,-13.0,-0.7,-8.7
CNC(=O)c1cc2c(ccc3ccccc32)oc1=N,1.1,18.8,x,0.0213,4.7,x,1.1,2.8,-9.3
CCCCNS(=O)(=O)c1cccc(S(=O)(=O)N2CCCC2)c1,1.2,x,6.6,0.086,x,7.2,x,x,x
Cc1n[nH]c(C)c1S(=O)(=O)N1CCc2ccccc21,1.4,5.3,4.0,-1.39,10.1,-4.9,6.8,-0.7,5.4
c1ccc2c(c1)oc1c(N3CCOCC3)ncnc12,1.2,-22.7,4.3,-0.13,-17.7,-2.0,5.0,-8.4,11.2
COc1ccc(NC(=O)COn2nnc3ccc(Cl)cc32)cc1OC,1.1,-2.0,5.5,0.601,-0.3,-15.0,4.8,-1.6,-19.6
FC(F)(F)c1cc(-c2cccs2)n[nH]1,1,14.6,5.3,0.141,3.4,17.2,-2.0,15.5,17.5
O=C(O/N=C/c1cccc([N+](=O)[O-])c1)C1CC1,x,-21.5,x,-1.14,12.9,x,-19.7,3.2,12.0
O=C(Nc1ccc2c(c1)OCCO2)C1CCN(S(=O)(=O)c2ccc(Br)s2)CC1,x,14.6,-2.1,1.91,12.1,-8.6,-20.2,2.2,2.4
Cn1nnc(NC(=O)c2ccc3ccccc3c2)n1,1.2,-29.4,8.1,0.205,7.0,-12.1,-24.8,-3.1,11.0

# High-throughput results: PubChem BioAssay, several laboratories
